Tn7 DDE FP = DD(E)-Tn7 binding inhibition, primary FP screen; P02675; FP displacement of FITC-Tn7 peptide from fibrin DD(E); 0% = median of compound wells per plate; inhibition, % at 8.3 µM; 0.13% of 370,000 active; AID 720508;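 active means inhibition above the mean of compounds falling within the control limits plus 3 SD of them, cut at about 14% in these data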;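 further: 0% = plate median of compound wells and 100% = 10 µM Aha-Tn7 peptide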
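Assay system: Human clot-derived fibrin DD(E) complex | Buffer or medium: Tris/NaCl/CaCl2 buffer, pH 7.8 | Repeats: One replicate per compound | Benchmarks: Aha-Tn7 high control | Measure: % inhibition scaled between sample-field median and high-control FP | Schedule: 10 min plus 3 h, room temperature | Signal: Fluorescence polarization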
LEDGF integ inh = blocks HIV-1 LEDGF/p75-dependent DNA integration; TR-FRET IN-LEDGF/p75 DNA integration, Eu/Cy5; inhibition, % at 3.7 µM; 0.64% of 370,000 active; AID 743269;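 active means inhibition above the screen-wide mean plus 3 SD, cut at about 13% in these data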;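 further: signal is the Cy5 over europium emission ratio at 671 and 618 nm; 0% = plate median of compound wells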
PRMT1 inh = inhibitors of human PRMT1. inhibition, % at 2.79 µM. 1.3% of 370,000 active. recombinant PRMT1, activity-based probe fluorescence polarization. AID 652257. Q99873;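 active means inhibition above about 21% made by adding two undisclosed values, limit read from the data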
Target sequence (Q99873 whole entry, looked up): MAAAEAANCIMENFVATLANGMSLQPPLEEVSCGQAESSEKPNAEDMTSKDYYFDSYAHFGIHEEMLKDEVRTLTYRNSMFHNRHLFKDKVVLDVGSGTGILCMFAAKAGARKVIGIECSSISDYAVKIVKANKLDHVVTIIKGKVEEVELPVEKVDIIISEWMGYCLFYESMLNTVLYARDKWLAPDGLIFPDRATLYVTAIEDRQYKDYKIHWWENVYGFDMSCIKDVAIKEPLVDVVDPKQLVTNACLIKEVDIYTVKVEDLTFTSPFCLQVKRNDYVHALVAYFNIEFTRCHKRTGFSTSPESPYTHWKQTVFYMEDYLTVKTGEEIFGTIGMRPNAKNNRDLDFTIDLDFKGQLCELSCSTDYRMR
ABHD4 inh = inhibits mouse alpha/beta hydrolase domain 4; 0.54% of 370,000 active; Q8VD66; inhibition, % at 8.92 µM; purified mABHD4, FP-Rh probe fluorescence polarization;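 active means inhibition exceeding the mean over every tested compound plus 3 SD, cut at about 30% in these data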;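 further: 0% = plate median of compound wells and 100% = S159A mutant with DMSO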
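Material: mouse ABHD4 enzyme, wild type; Benchmarks: S159A mutant high control, sample median low control; Buffer or medium: HEPES pH 7.0, NaCl, Pluronic buffer; Signal: fluorescence polarization; Read-out: percent inhibition of probe binding, normalized to plate controls; Timing: pre-incubation 45 min, probe exposure 60 min, at 25 °C; Dosing: 8.92 µM, single dose.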
HTRA1 inhibitor = blocks human HTRA1 serine peptidase. Q92743. recombinant HTRA1, FP-rhodamine activity-based probe, fluorescence polarization. inhibition, % at 5.96 µM. 0.5% of 340,000 active. AID 504803; in the data active means inhibition above about 36%;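 further: 0% = enzyme with DMSO and 100% = wells lacking enzyme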
PG9 binder = binds the HIV-1 gp120 antibody PG9. inhibition, % at 6.7 µM. 0.43% of 360,000 active. TR-FRET gp120-PG9 antibody binding. AID 624416; in the data active means inhibition above about 8.5%
TCR CD3 inh = blocks the human TCR-CD3 interaction; inhibition, % at 9.4 µM; TAMRA-labeled TCR probe fluorescence, biochemical; 0.37% of 360,000 active; in the data active means inhibition above about 19%;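 further: recombinant mutant TCR 2C K166C tagged with TAMRA read by polarization; 0% = receptor in buffer alone and 100% = receptor with positive control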
SIAE primary = blocks human sialic acid acetylesterase | Q9HAT2 | SIAE FP-Rh probe binding, fluorescence polarization | inhibition, % at 9.66 µM | 0.69% of 370,000 active;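 active means inhibition above a cutoff: mean of compounds within the control limits plus 3 SD of those, cut at about 17% in these data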;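 further: 0% = plate median of compound wells and 100% = probe without SIAE protein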
Target sequence (Q9HAT2 whole entry, looked up): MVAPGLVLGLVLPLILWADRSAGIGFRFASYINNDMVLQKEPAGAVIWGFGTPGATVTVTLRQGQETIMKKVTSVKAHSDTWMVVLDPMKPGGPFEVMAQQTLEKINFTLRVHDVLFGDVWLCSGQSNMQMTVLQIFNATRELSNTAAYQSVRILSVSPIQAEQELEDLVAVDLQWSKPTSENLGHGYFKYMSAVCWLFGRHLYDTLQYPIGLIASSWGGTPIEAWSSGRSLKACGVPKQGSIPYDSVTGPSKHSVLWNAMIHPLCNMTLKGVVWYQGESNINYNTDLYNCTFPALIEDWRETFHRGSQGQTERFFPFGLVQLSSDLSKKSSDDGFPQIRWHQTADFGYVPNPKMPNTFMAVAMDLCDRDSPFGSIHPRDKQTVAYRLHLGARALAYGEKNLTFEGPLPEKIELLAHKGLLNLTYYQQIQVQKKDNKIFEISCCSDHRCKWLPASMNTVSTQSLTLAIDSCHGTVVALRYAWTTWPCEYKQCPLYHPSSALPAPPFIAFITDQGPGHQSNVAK
TDP2 absorb = TDP2 (human) inhibition, absorbance primary screen; inhibition, % at 12.8 µM; 0.34% of 370,000 active; AID 720702; recombinant TDP2, T5PNP hydrolysis, p-nitrophenol absorbance 415 nm;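 active means inhibition above the mean of all tested compounds plus 3 SD, set per campaign, cut at about 25% in these data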;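 further: 0% = DMSO with enzyme and 100% = buffer with substrate but no TDP2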
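Incubation: 2 h at 37 °C; Test system: recombinant human TDP2; Quantity: enzyme 120 nM; Read-out basis: percent inhibition; Medium: 50 mM Tris-HCl pH 7.5 with Mg2+, KCl, DTT, BSA; Repeats: single replicate; Compound: 12.8 µM single point, 1% DMSO; Signal: epi absorbance; Reagent: 5 mM T5PNP chromogenic substrate; Benchmarks: no-enzyme high, DMSO-plus-enzyme low.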
UHRF1 MBD2 ctr = human UHRF1 methylated DNA binding inhibitors. UHRF1 binding to methylated oligo, TR-FRET. inhibition, % at 4.4 µM. 0.75% of 370,000 active; in the data active means inhibition above about 21%;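 further: UHRF1 SRA domain binding a hemimethylated CpG hairpin DNA probe; 0% = median of test compound wells and 100% = reference inhibitor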
Starred values were filed as active, the others as inactive; / = not tested or not shown.

SMILES	Tn7 DDE FP	LEDGF integ inh	PRMT1 inh	ABHD4 inh	HTRA1 inhibitor	PG9 binder	TCR CD3 inh	SIAE primary	TDP2 absorb	UHRF1 MBD2 ctr
COc1ccc(OC)c(-c2csc(NC(=O)C3c4ccccc4Oc4ccccc43)n2)c1	6	1	-1	-55	-82	-0.1	7	-78	-6	1
Nc1nc(SCC(=O)N2CCN(c3ccc(F)cc3)CC2)n[nH]1	0	3	-4	-2	7	-1.8	4	-1	-6	1
O=C(c1cc2ccccc2oc1=O)N(c1ccc(Cl)cc1)C1C=CS(=O)(=O)C1 (configuration not stated)	-3	0	-1	-3	5	-0.8	6	6	1	0
COc1ccc(OCC(O)CNC(=O)c2ccc(C)cc2)cc1 (configuration not stated)	-7	3	-5	1	-4	-3.5	1	-4	8	1
CCCCC1CCC(C(=O)N2CCOCC2)CC1 (configuration not stated)	2	-2	1	3	6	-2.6	-2	2	3	4
COCCNC(=O)c1ccccc1NC(=O)c1ccc(OC)c(OC)c1	2	-3	1	-5	-2	-0.5	-1	5	1	1
Cc1cccc(NC(=S)N2CCN(Cc3ccccc3)CC2)c1C	-3	5	-4	-6	1	-4.8	-1	-8	-14	4
COc1ccc(CCNC(=O)c2nnc(Cc3c(F)cccc3Cl)o2)cc1OC	3	-2	1	-3	-1	0.0	3	-5	-6	16
O=C(COC(=O)COc1ccc(Cl)cc1)NC1CCCC1	0	6	-3	-1	-4	-0.6	3	-4	6	3
Cc1ccc(-n2c(Cc3cccc4ccccc34)n[nH]c2=S)c(C)c1	1	-5	10	-3	-15	3.3	-2	7	-8	2
O=C(/C=C/c1cc(Br)ccc1F)OCC(=O)N1CCCC1	5	4	1	-10	2	-0.5	1	-9	2	-4
CCOC(=O)c1c(C#N)cnn1-c1ccc(C)cc1	-2	-3	0	7	-1	-1.8	7	3	4	2
Cc1ccccc1OCCCC(=O)Nc1ccc2c(c1)OCO2	-6	2	1	-4	-6	-0.1	-2	4	8	-5
CCOc1ccc(CN2CCC(C(=O)N3CCN(c4ccccc4F)CC3)CC2)cc1OC	-9	8	-3	12	-4	-2.4	4	5	34*	13
Cc1ccc(C(=O)CCC(=O)NN2C(=O)NC3(CCCCC3)C2=O)cc1	-1	2	0	1	-6	-1.2	-1	1	-13	2
CCOc1cc(CNCC(O)c2ccccc2)cc(Cl)c1OC (configuration not stated)	-2	1	-1	-1	-4	-1.2	4	0	3	-4
COc1ccccc1C1CC(c2cccc(NS(C)(=O)=O)c2)=NN1S(=O)(=O)c1ccccc1 (configuration not stated)	-3	2	-4	-28	-11	0.3	2	-8	13	-2
COc1ccc(-c2cnc(N)nc2-c2ccc(OC)cc2)cc1	1	0	-2	1	-3	0.4	-1	1	-1	0
Cc1cc(C)cc(NC(=O)NNC(=O)c2cc3occc3[nH]2)c1	0	0	5	23	4	-1.5	0	7	-10	-4
COc1ccc(-c2nnc3sc(-c4cccs4)nn23)cc1OC	4	-2	-1	1	-8	-2.8	7	-14	-1	-3
O=C(CSc1nnc(Cc2ccsc2)o1)c1ccccc1	3	1	0	0	/	-0.4	-1	1	-9	0
Cc1[nH]c2ccccc2c1C(=O)C(=O)NCCCn1ccnc1	1	3	1	-1	0	0.4	-10	8	2	-4
COc1ccc(N2C(=O)CS(=O)C(c3ccccc3)C2=O)cc1 (configuration not stated)	-6	3	95*	-5	-1	2.9	0	-3	1	-2
CC(=O)c1ccc(C(=O)N2CCC(CO)(Cc3cccc(C(F)(F)F)c3)CC2)cc1	7	-3	3	-5	-1	-0.6	-9	0	-1	4
CC(N)c1csc(Nc2nccc(C(F)(F)F)n2)n1 (configuration not stated)	7	-3	-5	-1	/	0.8	-2	4	7	-2
CCCCOC(=O)CCn1[nH]c(=O)c2ccccc2c1=O	10	0	4	-7	0	-0.1	-1	-8	0	4
CN1CCN(Cc2ccc(OCc3ccccc3)cc2)CC1	10	-5	2	2	-4	1.5	-1	6	8	0
Cc1oc(-c2ccc(Cl)cc2)cc1C(=O)O	-4	0	-4	-3	2	-1.2	2	6	10	0
O=c1c([N+](=O)[O-])cc(C(F)(F)F)cn1Cc1c(Cl)cccc1Cl	-1	4	1	-3	-7	-2.1	-2	10	-4	5
CCC(CC)C(=O)Nc1cccc(C(=O)Nc2ccc(S(N)(=O)=O)cc2)c1	0	1	-3	-9	-2	0.4	4	-11	7	1

Grouped by structure: those above with a CF3 group (three)
SMILES	Tn7 DDE FP	LEDGF integ inh	PRMT1 inh	ABHD4 inh	HTRA1 inhibitor	PG9 binder	TCR CD3 inh	SIAE primary	TDP2 absorb	UHRF1 MBD2 ctr
CC(=O)c1ccc(C(=O)N2CCC(CO)(Cc3cccc(C(F)(F)F)c3)CC2)cc1	7	-3	3	-5	-1	-0.6	-9	0	-1	4
CC(N)c1csc(Nc2nccc(C(F)(F)F)n2)n1 (configuration not stated)	7	-3	-5	-1	/	0.8	-2	4	7	-2
O=c1c([N+](=O)[O-])cc(C(F)(F)F)cn1Cc1c(Cl)cccc1Cl	-1	4	1	-3	-7	-2.1	-2	10	-4	5

Next section
SMILES	Tn7 DDE FP	LEDGF integ inh	PRMT1 inh	ABHD4 inh	HTRA1 inhibitor	PG9 binder	TCR CD3 inh	SIAE primary	TDP2 absorb	UHRF1 MBD2 ctr
FC(F)(F)c1ccccc1NC(=S)N1CCCCCC1	-5	0	0	5	-2	-0.3	3	-1	17	1
Cc1ccc(OCCNC(=O)CCNS(=O)(=O)c2ccc3ccccc3c2)cc1	2	0	2	-6	-19	0.8	2	-10	-8	-1
Cc1ccn2c(=O)nc(SCC(=O)N3CCC(Cc4ccccc4)CC3)nc2c1	-8	2	-1	6	-6	-0.9	8	-4	-10	0
Cc1cccc(C(=O)Nc2ccc(C(=O)Nc3ccc(O)cc3)cc2)c1	-1	-2	4	-11	-20	-1.4	-1	-4	-3	1
CC(C)Cn1cnc2c1c(=O)[nH]c(=O)n2Cc1ccccc1	-6	1	-5	2	1	-0.5	-3	-1	-11	-1
COc1cc(NC(=O)COC(=O)CO/N=C(\C)c2ccc3c(c2)OCO3)cc(OC)c1OC	-6	-1	4	1	-1	-1.5	-1	-2	-6	0
Cc1ccc2c(C)c(C(=O)N3CCC(C(N)=O)(N4CCCCC4)CC3)oc2c1C	0	4	-4	-6	-12	0.2	-2	0	-7	9
COc1ccc(CC(NC(C)=O)C(=O)NC2CCN(c3c(Cc4ccccc4)c(C)nc4ncnn34)CC2)cc1OC (configuration not stated)	1	-5	0	-4	/	-1.3	-10	-7	-3	3
O=C1CCCC(NCCCCCCNC2=C([N+](=O)[O-])C(=O)CCC2)=C1[N+](=O)[O-]	10	-3	4	-14	1	2.3	3	4	-14	4
N#Cc1c(N2CCCCC2)nc(N)c2c(N)nc3c(c12)CC(c1ccccc1)O3 (configuration not stated)	0	1	-2	6	0	3.4	-5	4	5	-3
Cc1cc(NC(=O)CCCn2nc(C)c([N+](=O)[O-])c2C)no1	1	1	-1	0	3	1.3	-7	1	7	-4
CCOc1cc(/C=N/NC(N)=O)cc(Br)c1OCc1ccccc1F	-2	1	6	-14	-26	-0.8	8	-7	1	4
Cc1cccc(NC(=O)CCSc2nc(C)cc(C)n2)c1	-5	0	2	2	-4	-1.2	2	-7	3	1
OCCC1CN(Cc2cnc(-c3ccccc3)s2)CCN1C1CCCC1 (configuration not stated)	-4	1	2	8	3	-3.6	1	-3	2	14
COc1ccc2c(c1)CCC1C2=NN(/C(C)=C/C(C)=O)C1c1cccc(F)c1 (configuration not stated)	3	3	9	-3	-13	-3.3	-6	-7	-8	5
Cn1nnnc1SCc1cccc(CSc2nnnn2C)n1	-5	1	-3	5	-2	0.9	0	3	4	1
Cn1cccc1C(=O)c1ccc(Cl)cc1Cl	-4	-1	-1	-1	-2	-3.2	0	6	7	0
Cc1ccccc1NC(=O)c1ccc(OCC(=O)Nc2ccccc2F)cc1	-7	-4	-2	-6	-1	-3.3	8	2	-10	2
CC1CC(O)C(C)CN1 (configuration not stated)	-4	-6	6	3	1	-0.1	-5	-1	3	1
CCN(CC)S(=O)(=O)c1ccc(/C=C/C(=O)OCC(=O)NNC(=O)c2ccc(OC)cc2)cc1	6	1	4	8	4	-1.2	3	4	4	1

Ordered by value in Tn7 DDE FP (descending): some entries from above
mol,Tn7 DDE FP
COc1ccc2c(c1)CCC1C2=NN(/C(C)=C/C(C)=O)C1c1cccc(F)c1 (configuration not stated),3
CCCCC1CCC(C(=O)N2CCOCC2)CC1 (configuration not stated),2
Cn1cccc1C(=O)c1ccc(Cl)cc1Cl,-4

(continued)
SMILES	Tn7 DDE FP	LEDGF integ inh	PRMT1 inh	ABHD4 inh	HTRA1 inhibitor	PG9 binder	TCR CD3 inh	SIAE primary	TDP2 absorb	UHRF1 MBD2 ctr
COC(=O)c1cc(NC(=O)C2CC(=O)NC(=NCc3ccc(OC)cc3)S2)cc(C(=O)OC)c1 (configuration not stated)	4	0	-1	-5	1	0.7	13	6	0	-1
CC(=O)c1ccc(NC(=O)C(C)Sc2nnnn2C)cc1 (configuration not stated)	3	-3	-3	-2	-1	-0.9	4	13	-7	-1
NC(=O)C1CCN(C(=O)c2ccc(OCC(=O)Nc3cccc(C(F)(F)F)c3)cc2)CC1	-1	-5	14	0	1	1.2	-6	-3	-6	8
COC(=O)[C@@]12C[C@@H](CC(=O)NCc3ccc(C)o3)C(=O)N(Cc3ccco3)C1=CCC(C)(C)C2	0	0	21	10	/	-0.4	-7	0	-2	0
Cc1ccc(S(=O)(=O)c2nc(-c3cccs3)oc2SCC(N)=O)cc1	5	-1	0	1	-9	-6.3	0	0	15	-4
O=C(CN(C(=O)c1csnn1)c1cccc2c1CCCC2)NCc1ccc(F)cc1	-6	2	-7	-3	0	-1.4	3	2	14	3
O=C(COC(=O)CCOc1ccccc1)NCCC1=CCCCC1	7	-2	-1	1	-3	0.1	6	8	9	1
CCOC(=O)N1CCC(NC(=O)Cn2cc3c(n2)CCCC3)CC1	4	0	-2	-2	0	-0.3	5	-2	6	0
Cc1cc(NC(=O)CSc2nnc(N)s2)c([N+](=O)[O-])cc1C	2	4	-8	0	-1	-0.8	3	5	2	-5
O=C(CN1C(=O)NC2(CCCCC2)C1=O)N1CCN(S(=O)(=O)c2ccc(Cl)s2)CC1	9	2	-2	4	8	-1.1	4	0	4	2
COc1ccc(N2CCN(CCS(=O)(=O)c3cc(Cl)ccc3Cl)CC2)cc1	3	-2	-3	3	2	0.8	-3	2	7	-2
Oc1nc(Nc2ccccc2)sc1/C=C1\C=Nc2ccccc21	-2	-7	3	15	-13	-1.6	-3	-12	-9	0
Nc1cccc2[nH]c(=O)c3ccccc3c12	-9	1	6	31*	9	-2.7	3	16	8	-9
CCCCCN(C(=O)CCC(=O)OCC(=O)N1C(C)CCCC1C)c1c(N)n(CCCC)c(=O)[nH]c1=O (configuration not stated)	-3	-2	5	1	-4	-1.2	3	0	-9	6

Bioassay records (PubChem BioAssay)
